TrxR1 substrate = substrates of rat thioredoxin reductase 1; O89049; Potency, µM (series often up to 114 µM), without a hit: at the top dose activity change, negative = substrate turnover; 0.01% of 390,000 active; purified TrxR1 substrate turnover, NADPH consumption readout; further: potency means the concentration at half of the fitted maximal effect; on the % scale 0 is the no-effect control and ±100 the full control effect; nearly all actives have a fitted effect of over 50% in size
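Rat TrxR1, dispensed at 90 nM, was prereduced with 400 uM NADPH (final) for 5 min at ~22 deg C, then incubated with compound 15 min before 400 uM selenite. A first-read NADPH fluorescence drop versus no-compound background flagged substrates.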
PI4K2A block = blocks human PI4K2A kinase activity | activity change, negative = inhibition, % at 76.9 µM | AID 1346378 | 0.13% of 420,000 active | purified PI4K2A, ADP-Glo luminescence, 1 h; hits give low values | Q9BTU6; in the data active means activity change below about -50%; inconclusive means mostly about -30% to -49%;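 further: -100% = wells without enzyme as full effect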
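ADP-Glo luminescence measured ADP generated by PI4K2A enzyme (4 ug/mL before mixing) with 1.2 mM PI substrate (pre-mix) and 300 microM ATP (pre-mix). Tris pH7.5 buffer with MgCl2, Triton X-100; 1 h reaction at ambient temperature.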
USP1 inh = USP1/UAF1 (human) deubiquitinase inhibition; recombinant USP1/UAF1, Ub-Rhodamine cleavage fluorescence; Potency, µM (highest dose often 57.1 µM), for the others: at the top dose activity change, negative = inhibition, usual class: inhibitors; 0.23% of 390,000 active; AID 743255; further: potency means the concentration at half of the fitted maximal effect; on the % scale 0 is the no-effect control and ±100 the full control effect; nearly all actives have a fitted effect of over 60% in size; inactives centre near -12
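USP1/UAF1 complex (1 nM) preincubated 15 min at room temperature with compound, then Ub-Rho substrate (150 nM final) added. Kinetic fluorescence at 480/540 nm over 6 reads at 60 s intervals; 50 mM HEPES pH 7.8, 0.5 mM EDTA, 0.1 mg/ml BSA, 1 mM TCEP, 0.01% Tween-20.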
TrxR1 inh = blocks rat thioredoxin reductase 1; recombinant rTrxR1, NADPH fluorescence consumption, selenite substrate; 1% of 390,000 active; O89049; Potency, µM (titrated, usually from 114 µM), inactives show at the highest dose activity change, negative = inhibition, most hits filed as inhibitors; AID 588453; further: potency means the concentration at half of the fitted maximal effect; on the % scale 0 is the no-effect control and ±100 the full control effect; nearly all actives have a fitted effect of over 65% in size
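Rat TrxR1 (90 nM in the dispensed reagent) was pre-reduced with 400 uM NADPH for 5 min at room temperature, then incubated with compound for 15 min. After 400 uM selenite was added, NADPH fluorescence (Ex 340/Em 450 nm) was followed for 8 min.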
IDH1 R132H inh = inhibitors of human mutant IDH1 R132H; AID 602179; O75874; IDH1-R132H enzyme, NADPH consumption, diaphorase/resazurin fluorescence; 0.093% of 390,000 active; Potency, µM (highest dose often 76.6 µM), for inactives: at the top dose activity change, negative = inhibition, actives largely listed as inhibitors; further: potency means the concentration at half of the fitted maximal effect; on the % scale 0 is the no-effect control and ±100 the full control effect; nearly all actives have a fitted effect of over 65% in size
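IDH1-R132H (0.5 ug/mL dispensed) in pH 7.5 Tris buffer was preincubated 30 min with compound, then given a substrate mix of 0.016 mM NADPH and 2 mM alpha-KG for 80 min at room temperature; remaining NADPH was read by diaphorase/resazurin fluorescence.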
Pin1 inhibitor = blocks the human prolyl isomerase Pin1; Q13526; Pin1 FP peptide displacement, HiFluor488, 10 min; Potency, µM (top dose mostly 115 µM), for the others: at the top dose activity, negative = inhibition, hits mostly inhibitors; 0.009% of 390,000 active; active means well fitted inhibition curve with a large enough effect in the polarisation, with a control signal flat, not every such curve was filed as active; inconclusive means small, poorly fitted or top-dose-only effect, or effect the other way, or a change in a side signal; inactive means no such curve, though single readings can be large or run the other way; the % refers to the polarisation; further: potency means the concentration at half of the fitted maximal effect; on the % scale 0 is the no-effect control and ±100 the full control effect
Target sequence (Q13526 whole entry, looked up): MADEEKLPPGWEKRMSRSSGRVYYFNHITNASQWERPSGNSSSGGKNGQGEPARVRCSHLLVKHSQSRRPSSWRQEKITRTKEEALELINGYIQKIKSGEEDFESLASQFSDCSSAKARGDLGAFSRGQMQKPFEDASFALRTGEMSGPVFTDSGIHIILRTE
GLS inhibitor = glutaminase GLS (human) inhibition; O94925; GLS enzymatic activity, qHTS titration; Potency, µM (top dose mostly 45.5 µM), for inactives: at the highest dose activity change, negative = inhibition, most hits filed as inhibitors; 0.21% of 410,000 active; AID 624170; further: potency means the concentration at half of the fitted maximal effect; on the % scale 0 is the no-effect control and ±100 the full control effect
Target sequence (O94925 whole entry, looked up): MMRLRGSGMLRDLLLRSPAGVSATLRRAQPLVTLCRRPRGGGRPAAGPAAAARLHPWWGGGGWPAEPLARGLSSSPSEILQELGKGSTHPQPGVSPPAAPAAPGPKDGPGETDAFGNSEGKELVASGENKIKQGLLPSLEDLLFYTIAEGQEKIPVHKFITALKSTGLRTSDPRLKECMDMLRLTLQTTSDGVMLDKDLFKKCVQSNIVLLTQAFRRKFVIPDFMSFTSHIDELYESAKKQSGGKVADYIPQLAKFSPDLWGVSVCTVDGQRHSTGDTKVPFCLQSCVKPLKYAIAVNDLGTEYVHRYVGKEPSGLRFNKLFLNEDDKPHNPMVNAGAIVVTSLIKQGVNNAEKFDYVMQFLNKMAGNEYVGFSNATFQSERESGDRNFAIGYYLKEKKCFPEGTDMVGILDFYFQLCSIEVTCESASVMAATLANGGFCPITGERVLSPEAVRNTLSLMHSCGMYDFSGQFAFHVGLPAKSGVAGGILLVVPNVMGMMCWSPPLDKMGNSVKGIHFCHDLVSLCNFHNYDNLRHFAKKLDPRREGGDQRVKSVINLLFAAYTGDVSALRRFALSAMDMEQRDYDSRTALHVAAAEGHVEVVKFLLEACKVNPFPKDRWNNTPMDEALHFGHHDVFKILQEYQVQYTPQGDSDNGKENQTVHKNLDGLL
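Coupled fluorescence readout: glutamate oxidase/HRP/Amplex Red detect glutamate formed by hKGA from L-glutamine (1 mM solution added). Buffer 45 mM KH2PO4 pH 8.2, 0.02% Tween-20; reads at t0 and 30 min RT.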
PGK inhibitor = T. brucei PGK inhibition. 0.043% of 380,000 active. AID 602233. Potency, µM (doses to about 57.5 µM), for inactives: at the top dose activity change, negative = inhibition, usual class: inhibitors. PGK/GAPDH coupled, Kinase-Glo luminescence, 60 min; further: potency means the concentration at half of the fitted maximal effect; on the % scale 0 is the no-effect control and ±100 the full control effect; nearly all actives have a fitted effect of over 60% in size
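Luminescent ATP detection (Kinase-Glo Plus) follows a 60-minute room-temperature incubation, with wells lacking PGK as controls. Buffer: 100 mM TEA (pH 7.6), 5 mM MgCl2, 0.01% Tween-20. Coupling enzyme GAPDH (100 nM final) supplies unstable 1,3-BPG in-well.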
HP1b chromo inh = HP1-beta chromodomain-methylated histone interaction inhibition. Potency, µM (series often up to 114 µM), for inactives: top-dose activity change, negative = inhibition, most hits filed as inhibitors. 0.56% of 390,000 active. P83916. AlphaScreen HP1-beta / biotin-H3K9me3 peptide binding; further: potency means the concentration at half of the fitted maximal effect; nearly all actives have a fitted effect of over 70% in size; inactives centre near 23
Target sequence (P83916 whole entry, looked up): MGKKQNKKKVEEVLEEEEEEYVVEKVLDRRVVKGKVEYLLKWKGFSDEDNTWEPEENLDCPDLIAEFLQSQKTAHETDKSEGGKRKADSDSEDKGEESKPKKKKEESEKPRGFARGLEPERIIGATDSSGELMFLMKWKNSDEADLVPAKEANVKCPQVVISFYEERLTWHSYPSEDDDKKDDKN
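AlphaScreen: HP1-beta (50 nM) preformed 30 min with biotin-H3(1-18)K9me3 peptide (50 nM) in PBS pH 7.4, 0.01% Tween-20. Compound added for 30 min at RT, then streptavidin donor/nickel chelate acceptor beads (10 ug/mL) for 30 min.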
* = called active by the depositor; & = joins results of further samples; [ ] = another dose, or the depositor's remark. Unless noted, the call rests on the fitted dose curve; in most records, active means well fitted curve in the direction sought with a large enough effect; inconclusive means small, poorly fitted or top-dose-only effect, or another doubt; inactive means no such curve, though single readings can be large; an effect the other way counts as inactive or inconclusive.

For Cc1nonc1N1CCN(Cc2cn[nH]c2-c2ccc(F)cc2F)CC1 the results were TrxR1 substrate 0%, PI4K2A block -2, USP1 inh -20%, TrxR1 inh 15%, IDH1 R132H inh -11%, Pin1 inhibitor 3%, GLS inhibitor -3%, PGK inhibitor -6% and HP1b chromo inh 39%[activator].
`CCCC(=O)n1nc(-c2ccccc2)nc1N` gave TrxR1 substrate 6%[57.1 µM], PI4K2A block 2, USP1 inh -16%, TrxR1 inh 0%[57.1 µM], IDH1 R132H inh -1%, Pin1 inhibitor -2%, GLS inhibitor 11%, PGK inhibitor -3% and HP1b chromo inh 40%[activator].
`COCCNc1oc(/C=C/c2ccc(F)cc2)nc1S(=O)(=O)c1ccccc1` gave TrxR1 substrate 82%[activator], PI4K2A block 6, USP1 inh -23%, TrxR1 inh 11%, IDH1 R132H inh -4%, Pin1 inhibitor 3%, GLS inhibitor -15%, PGK inhibitor -3% and HP1b chromo inh 70%[activator].
Screening O=C1C2C3C=CC(CC3)C2C(=O)N1c1ccc(Br)cc1 (centres undefined) returned PI4K2A block 0, USP1 inh 8%, IDH1 R132H inh -8%, GLS inhibitor 0% and PGK inhibitor 6%.
`COc1ccc(-n2nnnc2S(=O)(=O)CC(=O)N2CCCCC2)cc1` gave TrxR1 substrate 9%, PI4K2A block 57, USP1 inh inconclusive, TrxR1 inh 2.2µM*, IDH1 R132H inh 4%, Pin1 inhibitor inconclusive, GLS inhibitor 1%, PGK inhibitor 0% and HP1b chromo inh 51%[activator].
Screening CCn1cc(CNC(=O)c2ccc3nc(Cc4ccc(OC)cc4)oc3c2)cn1 returned TrxR1 substrate 2%, PI4K2A block -2, USP1 inh -19%, TrxR1 inh 8%, IDH1 R132H inh 8%, Pin1 inhibitor -2%, GLS inhibitor -12%, PGK inhibitor inactive and HP1b chromo inh 43%[activator].
For CCOc1ccccc1N(CC(=O)OC)S(C)(=O)=O the results were TrxR1 substrate 2%[57.1 µM], PI4K2A block 1, USP1 inh -10%, TrxR1 inh 9%, IDH1 R132H inh 14%, Pin1 inhibitor -4%, GLS inhibitor 0% and HP1b chromo inh 25%.
NN/C(=C\[N+](=O)[O-])Nc1ccc(Cl)cc1 was read as TrxR1 substrate 0%, PI4K2A block -4, USP1 inh -4%, TrxR1 inh 16µM*, IDH1 R132H inh 2%, Pin1 inhibitor -16%, GLS inhibitor 8%, PGK inhibitor -6% and HP1b chromo inh 3%.
Screening O=C(OCc1ccc(COC(=O)c2cccnc2Cl)cc1)c1cccnc1Cl returned TrxR1 substrate 5%[57.1 µM], PI4K2A block 0, USP1 inh 0%, TrxR1 inh 24%[57.1 µM], IDH1 R132H inh 1%, Pin1 inhibitor -5%, GLS inhibitor 2%, PGK inhibitor -5% and HP1b chromo inh 36%[activator].
`CCc1cccc(NC(=O)Cn2c(=O)n(Cc3ccccc3)c(=O)c3c2c2cc(OC)ccc2n3C)c1` gave TrxR1 substrate -2%, PI4K2A block -3, USP1 inh -10%, TrxR1 inh 4%, IDH1 R132H inh 22%, Pin1 inhibitor inconclusive, GLS inhibitor 9%, PGK inhibitor 0% and HP1b chromo inh 18%.
For COc1ccc(N2CCN(C(=O)Cn3c(=O)c4cccn4c4cccnc43)CC2)cc1 the results were TrxR1 substrate 5%, PI4K2A block -9, USP1 inh -22%, TrxR1 inh -7%, IDH1 R132H inh 0%, Pin1 inhibitor 1%, GLS inhibitor 20%, PGK inhibitor 0% and HP1b chromo inh 14%.
O=C(OCC(=O)N1CCCC1)c1cnc(Cl)c(Cl)c1 was read as TrxR1 substrate 1%[57.1 µM], PI4K2A block 0, USP1 inh 1%, TrxR1 inh 15%[57.1 µM], IDH1 R132H inh -6%, Pin1 inhibitor -4%, GLS inhibitor -10%, PGK inhibitor -1% and HP1b chromo inh 16%[57 µM].
CCOC(=O)Cc1ccc(NC(=O)c2cccc([N+](=O)[O-])c2)cc1 was read as TrxR1 substrate -2%[57.1 µM], PI4K2A block 2, USP1 inh -15%, TrxR1 inh 21%, IDH1 R132H inh 6%, Pin1 inhibitor -2%, GLS inhibitor -4%, PGK inhibitor inactive and HP1b chromo inh 36%.
`O=C1NC(c2ccccc2)CCC1(Cl)Cl` (centres undefined) gave TrxR1 substrate -22%[57.1 µM], PI4K2A block 2, USP1 inh -18%, TrxR1 inh 1%[57.1 µM], IDH1 R132H inh 5%, Pin1 inhibitor -13%, GLS inhibitor -17%, PGK inhibitor -1% and HP1b chromo inh 36%.
For CN1CCCC(OC(=O)c2ccc3c(c2)OCCO3)C1 (centres undefined) the results were TrxR1 substrate -14%, PI4K2A block -1, USP1 inh -17%, TrxR1 inh -19%, IDH1 R132H inh 2%, Pin1 inhibitor -3%, GLS inhibitor 0%, PGK inhibitor -4% and HP1b chromo inh 31%.
`COc1ccc(S(=O)(=O)NCCC(C)C)cc1C` gave TrxR1 substrate 2%[57.1 µM], PI4K2A block 6, USP1 inh 1%, TrxR1 inh 7%[57.1 µM], IDH1 R132H inh 3%, Pin1 inhibitor -9%, GLS inhibitor 2%, PGK inhibitor inactive and HP1b chromo inh 15%.
Screening Cn1ccnc1SCC(=O)Nc1cc(S(=O)(=O)N2CCOCC2)ccc1Cl returned TrxR1 substrate 2%, PI4K2A block 5, USP1 inh -6%, TrxR1 inh 11%[0.0914 µM], IDH1 R132H inh 1%, Pin1 inhibitor -2%, GLS inhibitor -1%, PGK inhibitor -6% and HP1b chromo inh 25%.
`CCOC(=O)N/N=C/C=C/c1ccccc1` gave TrxR1 substrate -1%, PI4K2A block -3, USP1 inh -6%, TrxR1 inh 8%, IDH1 R132H inh 8%, Pin1 inhibitor -3%, GLS inhibitor 8%, PGK inhibitor -7% and HP1b chromo inh inconclusive.
O=C(Nc1cccc(S(=O)(=O)N2CCCCC2)c1)c1ccc(Cl)nc1 was read as TrxR1 substrate -5%, PI4K2A block -5, USP1 inh -10%, TrxR1 inh 16%, IDH1 R132H inh 2%, Pin1 inhibitor 6%, GLS inhibitor -3%, PGK inhibitor -2% and HP1b chromo inh 26%.
For Cc1ccc(C(C(=O)NC2CCCCC2)N(CC2CCCO2)C(=O)CCCC(=O)Nc2ccccn2)cc1 (centres undefined) the results were TrxR1 substrate -5%[57.1 µM], PI4K2A block 0, USP1 inh -18%, TrxR1 inh 13%[57.1 µM], IDH1 R132H inh 0%, Pin1 inhibitor 0%, GLS inhibitor -7%, PGK inhibitor -6% and HP1b chromo inh 44%[activator].

Retrieved one by one from above:
`COc1ccc(S(=O)(=O)NCCC(C)C)cc1C` gave TrxR1 substrate 2%[57.1 µM], PI4K2A block 6, USP1 inh 1%, TrxR1 inh 7%[57.1 µM], IDH1 R132H inh 3%, Pin1 inhibitor -9%, GLS inhibitor 2%, PGK inhibitor inactive and HP1b chromo inh 15%.
For Cc1ccc(C(C(=O)NC2CCCCC2)N(CC2CCCO2)C(=O)CCCC(=O)Nc2ccccn2)cc1 (centres undefined) the results were TrxR1 substrate -5%[57.1 µM], PI4K2A block 0, USP1 inh -18%, TrxR1 inh 13%[57.1 µM], IDH1 R132H inh 0%, Pin1 inhibitor 0%, GLS inhibitor -7%, PGK inhibitor -6% and HP1b chromo inh 44%[activator].

New compounds follow.
Screening O=C(O)CSCC(=O)N1CCN(c2cc(C(F)(F)F)nc3ccccc23)CC1 returned TrxR1 substrate -11%, PI4K2A block 2, USP1 inh -2%, TrxR1 inh -10%, IDH1 R132H inh -5%, Pin1 inhibitor 0%, GLS inhibitor 0%, PGK inhibitor 4% and HP1b chromo inh 45%[activator].
Screening COc1cccc(C(=O)NNc2c3ccccc3nc3ccccc23)c1 returned TrxR1 substrate 9%[57.1 µM], PI4K2A block 0, USP1 inh -8%, TrxR1 inh -3%[57.1 µM], IDH1 R132H inh 6%, Pin1 inhibitor 3%, GLS inhibitor inconclusive, PGK inhibitor -3% and HP1b chromo inh -31%.
O=C1[C@H]2[C@H](C=CC[C@H]2C(=O)N2CCN(c3ccccc3)CC2)CCN1Cc1ccccc1 was read as TrxR1 substrate 0%&10%, PI4K2A block -1, USP1 inh -1%, TrxR1 inh inconclusive, IDH1 R132H inh 3%, Pin1 inhibitor 12%, GLS inhibitor 14%, PGK inhibitor 3% and HP1b chromo inh 46%[activator].
`N#C/C(N)=C(/C#N)N=Cc1cccc(Cl)c1` gave TrxR1 substrate 5%[57.1 µM], PI4K2A block 3, USP1 inh -15%, TrxR1 inh 3%[57.1 µM], IDH1 R132H inh 19%, Pin1 inhibitor 15%, GLS inhibitor 28%, PGK inhibitor -7% and HP1b chromo inh 4%.
`CSc1ccc(S(=O)(=O)N(C)Cc2ccccc2)cc1` gave TrxR1 substrate inconclusive, PI4K2A block -4, USP1 inh -17%, TrxR1 inh -9%, IDH1 R132H inh 0%, Pin1 inhibitor -7%, GLS inhibitor -2%, PGK inhibitor -6% and HP1b chromo inh 110%[activator].

Source: PubChem

An excerpt; rates above refer to the full screens.
